# Compound activity as filed in PubChem BioAssay.
# H9c2 TAG inh: reduces triacylglycerol accumulation in H9c2 cells. Nile Red lipid (TAG) fluorescence; cells loaded with 200 µM oleic acid. actives 0.66% (n = 230,000). AID 651582. inhibition, % at 12.5 µM;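 active = pattern-corrected inhibition of lipid staining of at least 50% with the nuclear-stain viability signal not falling by more than 50%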;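 also: 0% = DMSO wells and 100% = triacsin C control wells; some results filed as inactive read as strong as hits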
# H9c2 TAG inh DAPI viability: recorded beside H9c2 TAG inh, whose call it bears; DAPI nuclei signal change (viability), lower = more cytotoxic, %;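 whole-well DAPI fluorescence read on a plate reader as a viability signal; minus 50 percent equals half of cells still viable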
# An asterisk follows results filed as active.
SMILES,H9c2 TAG inh,H9c2 TAG inh DAPI viability
COc1ccc(-c2cc(CCCC(=O)NCCc3ccccc3)no2)cc1,-11,8
O=C(CCC1CCCCC1)Nc1cc(Cl)ccc1N1CCOCC1,-12,2
O=C(CNC(=O)c1nc[nH]c1C(=O)NCC(=O)OCc1ccccc1)OCc1ccccc1,-1,15
CCN(C(=O)COc1ccc(F)cc1Br)c1c(N)n(Cc2ccccc2)c(=O)[nH]c1=O,-2,-4
CCOc1ccc(N(CC(=O)N2CCN(Cc3ccccc3)CC2)S(C)(=O)=O)cc1,5,-7
CCOc1ccc(C(c2c(C)n(C)n(-c3ccccc3)c2=O)c2c(C)n(C)n(-c3ccccc3)c2=O)c(O)c1,-3,-1
CCn1cc(C(=O)N2CCN(c3ccccn3)CC2)c2cc(OC)c(OC)cc2c1=O,2,6
Cc1ccccc1Cn1ccc(NC(=O)c2onc(C)c2Cl)n1,-21,10
CCOC(=O)CSc1nc2ccc(NC(C)=O)cc2s1,-13,4
CS(=O)(=O)N1CCN(c2nc(-c3ccccc3)cs2)CC1,9,-3
CCC(=O)N1N=C(c2ccc(Cl)cc2)CC1c1ccco1 (stereo unspecified),-5,-3
CS(=O)(=O)N(CC(=O)N1CCC(C(N)=O)CC1)C1CCCCC1,1,6
CCN1C(=O)[C@H]2[C@H]3CN=C(SCc4ccc(Cl)cc4)N3[C@@](Cc3ccccc3)(C(=O)OC)[C@H]2C1=O,6,6
COc1ccc(C(=O)OCC2CC(c3ccccc3)N(C)O2)cc1 (stereo unspecified),-17,-14
Cc1cccc(CC(Cc2nc3ccccc3[nH]2)c2nc3ccccc3[nH]2)c1 (stereo unspecified),3,-8
Nc1nc(=S)c2ncn(C3CCCCC3)c2[nH]1,10,-10
CC(C)(CNC(=O)C1CCCN1C(=O)c1cccs1)N1CCOCC1 (stereo unspecified),-19,0
O=C(OCC(=O)c1ccc(Br)s1)c1ccc(O)cc1,6,3
O=C(NCc1ccccc1)C1CCCN(C(=O)c2ccc(F)cc2)C1 (stereo unspecified),7,-10
Cc1cc(Cl)c2oc(C(=O)NCCC3CCCCO3)c(C)c2c1 (stereo unspecified),-14,-3
O=C(CN1C(=O)CCC1=O)NCC12CC3CC(CC(C3)C1)C2,3,-5
S=C(NCCc1ccccn1)NC1CC2CCC1C2 (stereo unspecified),-10,6
CC(=O)NC12CC3CC(C1)CC(C(=O)N(C)CC(=O)Nc1cccc(F)c1)(C3)C2,-9,5
CN(Cc1ccccc1)C(=O)CCCn1c(=O)[nH]c2cc(Cl)ccc2c1=O,15,-5
Cc1ccc(O)c(CNc2ccccn2)c1,-8,-4

# A different layout for some results above:
Compound	H9c2 TAG inh	H9c2 TAG inh DAPI viability
O=C(OCC(=O)c1ccc(Br)s1)c1ccc(O)cc1	6	3
CCn1cc(C(=O)N2CCN(c3ccccn3)CC2)c2cc(OC)c(OC)cc2c1=O	2	6
Cc1cc(Cl)c2oc(C(=O)NCCC3CCCCO3)c(C)c2c1 (stereo unspecified)	-14	-3

# Later entries:
SMILES,H9c2 TAG inh,H9c2 TAG inh DAPI viability
Nc1ccc(-c2nnc(-c3ccccc3)o2)cc1,1,15
COc1ccc2c(c1)CC/C(=C\c1ccc(C)o1)C2=O,-1,-2
CCN1CCN(c2cc(C)c3cc(NC(=S)NCc4cccs4)ccc3n2)CC1,-2,12
Cc1ccc(N(CC(=O)NC(C)C)C(=O)CCC(=O)Nc2nccs2)cc1,4,6
O=C(Nc1ccc2c3c(cccc13)CC2)c1ccccc1,4,10
Cc1ccc(NC(=O)CSc2nnc(C)c(=O)[nH]2)cc1C,7,-8
COc1ccc(C2(c3ccc(OC)cc3)NC(=O)N(CC(=O)Nc3cc(C)on3)C2=O)cc1,7,3
CC(C)(C)c1ccc(S(=O)(=O)N2CCC(CO)(CC3CCCCO3)CC2)cc1 (stereo unspecified),-8,1
O=C(NCc1ccccc1)C(=O)NCC1COc2ccccc2O1 (stereo unspecified),22,-11
COc1ccccc1Nc1nc(N)nc(CN2CCN(Cc3ccccc3)CC2)n1,-13,8
CCn1cc(C(=O)N(CCC(C)C)c2c(N)n(Cc3ccccc3)c(=O)[nH]c2=O)c(=O)c2ccc(C)nc21,-10,2
COc1ccc(-n2c(C)nc3c(cnn3-c3ccc(Cl)cc3)c2=O)cc1,-71,-1
O=C(CN(c1cccc(Br)c1)S(=O)(=O)c1ccccc1)N/N=C/c1cc([N+](=O)[O-])ccc1O,-4,-5
Cc1cc(C)cc(NC(=O)N(CCC#N)Cc2cccs2)c1,-12,3
O=C(COC(=O)CCSc1ccccc1)NCc1ccc(F)cc1,-1,-6
Cc1ccc(-c2cc(C(=O)Nc3c(C)n(C)n(-c4ccccc4)c3=O)no2)cc1,5,-5
Nc1c(N=O)c(=O)[nH]c(=O)n1-c1ccccc1,8,-3
O=C(COC(=O)c1cccc(S(=O)(=O)N2CCOCC2)c1)NCCc1ccccc1,6,7
CCOC(=O)CCCCC(=O)NC(CO)C(=O)NC (stereo unspecified),1,-5
CCCSc1nc2c3c(sc2c(=O)[nH]1)CC(C)(CC)OC3 (stereo unspecified),1,-5
COc1ccc(CCNC(=O)c2ccc(Cl)c(S(=O)(=O)N3CCCCCC3)c2)cc1,-31,11
CCN(CC)CCOCCOC(=O)C(CC)(CC)c1ccccc1,-3,-1
COCCOc1cc(N(CC(=O)N(C)C)S(=O)(=O)c2ccccc2)c(Cl)cc1Cl,-1,-4
O=C(COC(=O)c1cc(S(=O)(=O)N2CCOCC2)ccc1F)NCc1ccco1,13,-15
N#Cc1ccc(Cl)cc1NC(=O)COC(=O)c1ccc2c(c1)OCCO2,-15,-1

# (list continues)
SMILES,H9c2 TAG inh,H9c2 TAG inh DAPI viability
CC1(C)CC(=O)C(C(=S)Nc2ccc(F)cc2)=C(NCCN2CCOCC2)C1,2,4
CC(C)Oc1cccc(NC(=O)C2(C)CCCN2C(=O)C(C)C)c1 (stereo unspecified),-2,-4
COC(=O)[C@]1(Cc2ccccc2)N[C@H](CN(C)C(=O)c2ccc(F)cc2)[C@@H]2C(=O)N(Cc3ccccc3)C(=O)[C@@H]21,3,-6
CCOC(=O)C1C2C=CC3(CN(Cc4ccccc4)C(=O)C13)O2 (stereo unspecified),4,2
Cc1cc(C)c(OCC(=O)OC(C)C(=O)NC2CC2)c(C)c1 (stereo unspecified),6,-2
O=C(CCS(=O)(=O)c1ccccc1)N1CCOCC1,14,-6
CN1C(=O)CC(C(=O)Nc2ccccc2F)SC1=Nc1ccc2c(c1)OCO2 (stereo unspecified),-21,8
COc1cc(/C=C/C(O)=C/C(=O)/C=C/c2ccc(O)cc2)ccc1O,-19,1
C=CCn1c(-c2ccc(F)cc2)n[nH]c1=S,-9,-8
CCC(CC)C(=O)N1CCCC(c2nc(-c3cccs3)no2)C1 (stereo unspecified),-4,2
O=C(CSc1ncnc2nc[nH]c12)c1ccc(Cl)cc1,5,-8
O=C(CN1C(=O)C(=O)N(C2CCCC2)C1=O)Nc1ccccc1OC(F)F,-11,-3
CN(C)c1ccc(C(=O)N2CCCC(N3CCN(Cc4ccc5c(c4)OCO5)CC3)C2)cc1 (stereo unspecified),-6,4
O=C(CS(=O)(=O)c1cn(Cc2cccc(F)c2)c2ccccc12)N1CCOCC1,-8,7
Cc1c(C(=O)/C=C/N(C)C)nnn1-c1ccc(F)c(Cl)c1,4,0
Cc1cccc(N2C(=O)C(CC(=O)Nc3cccc(F)c3)N(CCc3ccncc3)C2=O)c1 (stereo unspecified),-1,-5
O=C(Cc1nnc(NC(=O)Nc2ccc(F)cc2)s1)Nc1ccccc1,7,0
CC1(C(=O)Nc2cccc3c2CCCC3)CCN1C(=O)CCC1CCCC1 (stereo unspecified),-9,2
COc1ccc2cc(C(c3nnnn3CCc3ccccc3)N3CCC(O)CC3)c(=O)[nH]c2c1 (stereo unspecified),-4,-4
Cc1cccc(-n2nnc(C(=O)NCc3ccco3)c2N)c1,-8,-1
CNC(=O)C[C@H]1C(=O)N(C2CCCCC2)C[C@@H]1CSC,1,8
COc1ccccc1[C@@H]1C(c2cccc(C)c2)=NN(c2ccc(Br)cc2)[C@H]1C(=O)N1CCOC1=O,11,128
Cc1onc(-c2ccccc2)c1C(=O)N1CCN(c2ncccc2C(F)(F)F)CC1,-4,3
OC[C@@H]1CN(Cc2cccs2)C[C@H](n2cnc3c(NCc4ccncc4)ncnc32)O1,22,4
O=C(Nc1ccc2c(c1)OCO2)N1CCN(Cc2ccco2)CC1,-6,3

# Some of the entries above in a different format.
structure	H9c2 TAG inh	H9c2 TAG inh DAPI viability
O=C(COC(=O)c1cc(S(=O)(=O)N2CCOCC2)ccc1F)NCc1ccco1	13	-15
N#Cc1ccc(Cl)cc1NC(=O)COC(=O)c1ccc2c(c1)OCCO2	-15	-1
CC1(C)CC(=O)C(C(=S)Nc2ccc(F)cc2)=C(NCCN2CCOCC2)C1	2	4

# (cont.)
SMILES,H9c2 TAG inh,H9c2 TAG inh DAPI viability
Cc1cccc2cc(C(c3nnnn3Cc3ccc4c(c3)OCO4)N3CCCC3)c(=O)[nH]c12 (stereo unspecified),27,-7
CCOC(=O)N1CCN(C(=O)CSc2ccc(-c3ccc(OC)c(OC)c3)nn2)CC1,5,-3
CCn1c(CNc2ccccc2Cl)nnc1SCCN1CCCCC1,-3,7
O=c1c2cc([N+](=O)[O-])ccc2nc(CN2CCN(c3ccccn3)CC2)n1-c1ccccc1F,6,-4
O=C(O)Cn1cc(C(=O)c2ccco2)c2ccccc21,-2,3
Cc1ccc(NC(=O)CSc2nc(=O)n(CCN(C)C)c3c2CCCC3)c(C)c1,5,-1
Cc1c(NC2=CC(=O)CC(C)(C)C2)c(=O)n(-c2ccccc2)n1C,13,-4
CN(C(=O)c1ccc(NC(=O)Cc2cccc(NC(=O)C3CCCN(C(=O)C4CCC4)C3)c2)cc1)C1CC1 (stereo unspecified),11,3
Cc1ccc(S(=O)(=O)N2CCN(c3ncnc4c3cnn4-c3ccccc3)CC2)cc1,16,-4
CCOc1ccccc1NC(=O)CSc1nc2[nH]ncc2c(=O)[nH]1,16,1
Cc1cc(C)n2nc(C(=O)OCC(=O)c3cc(C)n(CC4CCCO4)c3C)nc2n1 (stereo unspecified),6,-6
CCOC(=O)c1cnn(-c2ccccc2)c1-n1cccc1,-13,4
COc1ccc(N(CC(=O)Nc2ccc(S(=O)(=O)N3CCOCC3)cc2)S(=O)(=O)c2ccccc2)cc1,-39,-18
O=C(COC(=O)Cc1ccsc1)Nc1ccc(F)cc1Cl,0,-1
CCOC(=O)C1CCN(CC(=O)N(CC(C)C)c2c(N)n(CC(C)C)c(=O)[nH]c2=O)CC1,-4,-1
C[C@@H]1CN([C@@H](C)CO)C(=O)CCCn2nncc2CO[C@H]1CN(C)C(=O)c1ccc(N2CCN(C)CC2)cc1,6,-2
O=C(NCCc1ccccc1)c1ccccc1C(F)(F)F,-2,0
CCCCCC1CCC(c2n[nH]c(=S)n2C)CC1 (stereo unspecified),10,-8
COc1ccc(C(C(=O)NC(C)(C)C)N(C[C@H]2CC[C@@H]([C@@H]3CC[C@H](CO)O3)O2)C(=O)c2ccccc2)cc1 (stereo partly specified),0,-11
CCCCC(=O)Nc1ccc2c(c1)nc1n2CCOC1,2,0
Cc1cc(-n2c(SCc3ccccc3F)nc3n[nH]c(C)c3c2=N)ccc1Cl,45,11
O=C(COC(=O)CCC1CCCC1)Nc1cc(S(=O)(=O)N2CCOCC2)ccc1Cl,9,0
CCN1CCN(c2ccc(S(=O)(=O)N3CCCCC3)cc2NC(=O)COc2cc(C)ccc2Cl)CC1,2,12
CC(=O)N1CCN(c2ccccc2NC(=O)c2cc(Br)ccc2Cl)CC1,-9,1
CC1(C)CC(C(CC(=O)N2CCCC2)Cc2ccccc2)CCO1 (stereo unspecified),0,1

# Carrying on.
SMILES,H9c2 TAG inh,H9c2 TAG inh DAPI viability
COc1cc(OC)c2c(c1C(CCN1CCOCC1)c1ccc(N(C)C)cc1)OC(=O)CC2c1ccc(N(C)C)cc1 (stereo unspecified),3,-2
Cc1ccc(OC(=S)Nc2ccc(F)cc2)cc1,11,-9
O=C(O)c1cccc(NS(=O)(=O)c2ccc(-c3ccc(S(=O)(=O)Nc4cccc(C(=O)O)c4)cc3)cc2)c1,5,1
Cc1c(NC(=S)N/N=C/c2ccc(Br)cc2)c(=O)n(-c2ccccc2)n1C,4,1
COc1cc(OC)cc(C(=O)NC2=NCCS2)c1,-10,-3
CCOc1ccc(/C=N/NC(=O)NC23CC4CC(CC(C4)C2)C3)cc1O,10,5
CC(=O)Nc1ccc(SCC(=O)OCC(=O)NC(=O)NCCC(C)C)cc1,-11,8
CCCCCN=C(C)c1c(O)c2ccccc2oc1=O,-1,-3
Cc1cc(NS(=O)(=O)c2ccc(NS(=O)(=O)c3ccc(Br)cc3)cc2)no1,19,3
C[C@H](CO)N1C[C@H](C)[C@@H](CN(C)S(=O)(=O)c2cccs2)Oc2ccc(NC(=O)Nc3ccccc3)cc2C1=O,4,0
CN(C)c1nc(-c2ccccc2)cc(C(F)(F)F)c1C#N,-15,8
CC(C)(C)NC(=O)C(c1ccc(O)cc1)N(C(=O)CCC(=O)Nc1nccs1)c1ccc(F)cc1 (stereo unspecified),4,-2
O=C(CSc1nnc(CNc2ccc(Cl)cc2)n1Cc1ccccc1)NCc1ccco1,9,-3

# Rewritten bar-delimited: entries from further up.
compound | H9c2 TAG inh | H9c2 TAG inh DAPI viability
CC1(C)CC(=O)C(C(=S)Nc2ccc(F)cc2)=C(NCCN2CCOCC2)C1 | 2 | 4
Nc1c(N=O)c(=O)[nH]c(=O)n1-c1ccccc1 | 8 | -3
COc1ccc(-c2cc(CCCC(=O)NCCc3ccccc3)no2)cc1 | -11 | 8
COc1cc(OC)cc(C(=O)NC2=NCCS2)c1 | -10 | -3
O=C(COC(=O)c1cccc(S(=O)(=O)N2CCOCC2)c1)NCCc1ccccc1 | 6 | 7

# Gathered by group: the compounds so far containing a cyano group.
SMILES,H9c2 TAG inh,H9c2 TAG inh DAPI viability
Cc1cc(C)cc(NC(=O)N(CCC#N)Cc2cccs2)c1,-12,3
N#Cc1ccc(Cl)cc1NC(=O)COC(=O)c1ccc2c(c1)OCCO2,-15,-1
CN(C)c1nc(-c2ccccc2)cc(C(F)(F)F)c1C#N,-15,8

# Only part of the results is shown; count on the stated rates, not on these rows.
